Rac1 GTP hydrolysis = MgcRacGAP GTPase-activating activity inhibitors, confirmation, biochemical, ADP Hunter fluorescence; MgcRacGAP-stimulated Rac1 GTP hydrolysis, ADP Hunter fluorescence; higher % means a stronger effect; GST-tagged Rac1 F28L mutant substrate; inhibition, % at 30 µM, or IC50 in µM where a hit was titrated; hit rate 0.6% among 340,000;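 active = first-screen hits whose inhibition reached a set limit at any dose in the follow-up dose series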;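 note: fluorescence reports GDP produced by GAP-driven GTP hydrolysis; strong numbers were not always called active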
SV40 large T antigen = TAg ATPase/helicase activity blockers – biochemical (AID 1903); SV40 large T antigen ATPase/helicase inhibition assay; higher % means a stronger effect; inhibition, % at 20 µM, or IC50 in µM where a hit was titrated; hit rate 0.39% among 310,000; in the data active = a potency from the dose series; note: strong numbers were not always called active
LYP phosphatase = PTPN22 lymphoid phosphatase activity blockers – biochemical, fluorescence intensity, uHTS (AID 1779); inhibition, % at 11.5 µM, or IC50 in µM where a hit was titrated; hit rate 0.054% among 290,000; recombinant LYP phosphatase, fluorescence intensity; higher % means a stronger effect; in the data active = inhibition above about 50%;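 note: plate controls were vehicle with enzyme for no effect and no enzyme for full effect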
Dengue-2 NS5 capping = flavivirus cap methylation enzyme inhibition – biochemical, confirmation dose response, primary screen (AID 588689); Dengue-2 NS5 methyltransferase capping enzyme assay, biochemical; higher % means a stronger effect; one-dose inhibition, % at 25 µM; IC50 in µM for titrated hits; hit rate 0.3% among 340,000; in the data active = a potency from the dose series
AID2073 = inhibitors of Mint1-CaV2.2 protein interaction, biochemical, HTRF (AID 2073) | HTRF protein-protein interaction, Mint1-CaV2.2; higher % means a stronger effect | one-dose inhibition, % at 20 µM; IC50 in µM for titrated hits | hit rate 0.19% among 290,000; in the data active = inhibition mostly above about 51%, no sharp cut-off; note: some results filed as inactive read as strong as hits
XIAP displacement = XIAP antagonists, biochemical, IAP family, fluorescence polarization (AID 1018); XIAP BIR domain, fluorescence polarization peptide displacement; higher % means a stronger effect; one-dose displacement, % at 20 µM; IC50 in µM for titrated hits; hit rate 0.007% among 200,000; in the data active = displacement above about 50%; note: a part of the inactive calls stands beside numbers as strong as those of hits
SIAH1 antagonists = Siah-1 peptide-binding antagonists, primary screen, biochemical, fluorescence polarization, rhodamine-plectin, uHTS (AID 1817). displacement, % at 20 µM; hits with a dose series show IC50 in µM. Siah-1 / rhodamine-plectin peptide fluorescence polarization; higher % means a stronger effect. hit rate 0.02% among 290,000;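 active = displacement of at least 50% at 20 µM, with a fluorescence ratio check between 0.3 and a set limit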;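 note: plate controls were Siah plus tracer with DMSO for no effect and tracer alone without Siah for full effect; strong numbers were not always called active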
HIV peptide binding = inhibitors of HIV fusion peptide binding, primary screen, biochemical, uHTS, fluorescence dequenching (AID 1986); cell-free peptide binding, fluorescence dequenching, 30 min; higher % means a stronger effect; inhibition, % at 20 µM, or IC50 in µM where a hit was titrated; hit rate 0.3% among 290,000; in the data active = inhibition mostly above about 52%, no sharp cut-off; inactive = mostly below about 76%; note: some results filed as inactive read as strong as hits
RSV CPE inhibition = RSV antiviral activity via CPE protection, HEp-2 cells, primary 10 µM value included (AID 2391) | HEp-2 cells, RSV-induced CPE inhibition; higher % means a stronger effect | CPE inhibition, % at 10 µM, or IC50 in µM where a hit was titrated | hit rate 0.13% among 310,000; in the data active = a potency from the dose series; note: strong numbers were not always called active
Starred values were filed as active, the others as inactive; . = not tested or not shown.

Rac1 GTP hydrolysis	SV40 large T antigen	LYP phosphatase	Dengue-2 NS5 capping	AID2073	XIAP displacement	SIAH1 antagonists	HIV peptide binding	RSV CPE inhibition	Compound
10%	3%	3%	5%	5%	-3.8%	11%	1.2%	2.7%	COc1ccc(/C=C/C(=O)C2CC2)cc1Cn1nc(C)c([N+](=O)[O-])c1C
5%	4%	-2%	8%	8%	-5.4%	14%	37%	2.3%	COc1cc(NS(=O)(=O)c2ccc(NC(=O)/C(=C/c3ccccc3Cl)NC(=O)c3ccccc3)cc2)nc(OC)n1
11%	3%	-5%	-4%	-3%	-1.6%	1%	1.2%	1.8%	CC1=CC(=O)C=CC1(C)C(Cl)(Cl)Cl (configuration not stated)
12%	10%	3%	-3%	-2%	-2.1%	1%	-1.0%	1.8%	COc1ccc2cnnc(SCC(=O)Nc3ccccc3)c2c1OC
-9%	11%	-9%	-1%	3%	.	5%	-1.1%	17%	CC(=O)N1c2ccc(S(=O)(=O)NCC3CCC(C(=O)NCc4ccc(C)cc4)CC3)cc2CC1C (configuration not stated)
9%	14%	-5%	-4%	13%	-5.0%	-3%	-0.6%	-1.6%	Cc1ccc(OCC(=O)Nc2ccc(N3CCN(S(C)(=O)=O)CC3)cc2)cc1
5%	3%	-5%	-5%	-1%	.	12%	1.3%	0.3%	COc1cccc(CNC(=O)c2cc(C)nc3ccccc23)c1
6%	4%	-9%	-2%	-3%	.	7%	-0.3%	-1.4%	CCC1COCCS(=O)(=O)N1Cc1ccc(C)cc1 (configuration not stated)
11%	4%	-1%	3%	6%	.	4%	1.7%	2.0%	Cc1cc(=O)n2[nH]nnc2n1
7%	7%	1%	2%	-14%	-1.3%	-4%	-1.7%	1.8%	CC(C)NC(=S)N1CCn2c(nc3ccccc32)C1
12%	3%	-7%	-15%	18%	-4.1%	-1%	28%	0.3%	COc1ccc(NC(=O)Nc2cccc(C(=O)N3CCOCC3)c2)cc1OC
4%	13%	-5%	-6%	4%	-6.1%	3%	-0.1%	1.7%	COC(=O)c1ccccc1NC(=O)CN(c1cc(OC)ccc1OC)S(C)(=O)=O
1%	12%	-7%	-4%	-39%	-6.0%	-7%	-1.9%	-0.1%	COc1ccc(C(=O)NC2CCN(C(=S)NCCc3ccccc3)CC2)cc1
7%	8%	-1%	-1%	7%	.	11%	30%	4.5%	O=C(CCn1c(=O)c2cccn2c2cccnc21)NCc1cccc(Cl)c1
8%	5%	-5%	-1%	-5%	-6.8%	-2%	-2.7%	0.7%	Cc1cc2ccccc2n2c(SCC(=O)N3CCc4ccccc4C3)nnc12
.	4%	-5%	.	0%	-2.2%	7%	1.1%	.	CC1CCCN(c2nc3c(c(=O)[nH]c(=O)n3C)n2CCSc2ncccn2)C1 (configuration not stated)
6%	-3%	-5%	-14%	21%	.	7%	-0.3%	-0.9%	O=C1CCCN1CCCNS(=O)(=O)c1ccc(F)cc1F
8%	-1%	-6%	5%	-2%	.	-3%	-1.4%	1.2%	CCOC(=O)N1CCC(NC(=O)C2=CCN(S(=O)(=O)c3ccccc3)CC2)CC1
5%	-1%	-4%	-5%	-2%	-7.4%	13%	2.2%	-0.1%	O=C(NCC(=O)N1CCCC1)c1cccs1
3%	2%	-4%	-5%	4%	-1.5%	-2%	-1.7%	2.5%	CCOc1cc(CNn2cnnc2)ccc1OCC(=O)NC1CCCCC1
6%	5%	-5%	-5%	-7%	1.3%	-2%	0.9%	1.7%	CC(C)(C)C1CCc2onc(C(=O)Nc3cccnc3)c2C1 (configuration not stated)
11%	28%	-9%	-2%	12%	.	0%	0.6%	0.8%	O=C(NNC(=O)C1CCN(S(=O)(=O)c2cccc(Cl)c2)CC1)C1CC1
23%	9%	-5%	-4%	-10%	-2.4%	2%	-2.0%	-0.4%	Nc1nn(-c2ccccc2)c(N)c1N=Nc1ccccc1
16%	7%	-5%	2%	4%	.	-4%	0.0%	3.8%	COc1ccc(C(=O)N/N=C/c2c[nH]c3ccccc23)cc1
2%	8%	.	1%	.	.	.	.	0.3%	CC(OC(=O)c1ccc(OCC2CCCO2)cc1)C(=O)N(C)Cc1ccccc1 (configuration not stated)
9%	9%	-4%	-1%	24%	-6.5%	8%	1.7%	1.3%	CCCCn1c(CCCNC(=O)CC)nc2ccccc21
9%	12%	-1%	-3%	13%	-2.0%	-4%	2.3%	-1.6%	COc1cc(CNC2CCCCCCC2)cc(Br)c1OCC#N
11%	-7%	-5%	-2%	-3%	-17%	0%	-0.1%	1.8%	CCO[C@H]1OC(C(=O)NC2CC2)=C[C@@H](c2coc3ccccc3c2=O)[C@@H]1CCCO
5%	4%	.	1%	.	.	.	.	-0.6%	CC(C)CN(C(=O)CCCc1nc2ccccc2c(=O)[nH]1)c1c(N)n(Cc2ccccc2)c(=O)[nH]c1=O
6%	-2%	1%	-4%	16%	-4.7%	-5%	1.3%	4.4%	CCCOC(=O)Cc1n[nH]c(=O)[nH]c1=O
9%	3%	-8%	-3%	2%	.	12%	19%	1.6%	COc1ccc([N+](=O)[O-])cc1-c1[nH]c(-c2ccc(C(=O)O)cc2)nc1-c1ccccc1
13%	14%	1%	-7%	-7%	-5.6%	3%	-1.0%	3.1%	O=C(CSc1ncn(-c2ccccc2)n1)c1cccs1
6%	6%	-3%	-6%	-2%	-6.7%	1%	3.6%	1.3%	O=C(OC1CCOC1=O)c1ccc(-c2nc3ccccc3s2)s1 (configuration not stated)
27%	14%	-1%	2%	5%	.	-9%	0.1%	4.9%	Nc1nc(Nc2ccc(Cl)cc2)nc(NCc2ccco2)c1[N+](=O)[O-]
5%	19%	-7%	-5%	12%	.	0%	0.0%	0.5%	O=C(NCCCN1CCOCC1)c1ccc(N2CCOCC2)c([N+](=O)[O-])c1
2%	6%	-4%	0%	15%	-1.7%	-2%	-0.2%	-0.8%	COc1ccc(NC(=O)c2oc3ccccc3c2NC(=O)COc2ccccc2OC)c(OC)c1
7%	9%	-3%	-1%	48%	-9.5%	3%	1.4%	0.3%	Cc1cccc2cc(CN(CCN(C)C)C(=S)NCc3ccco3)c(=O)[nH]c12
8%	18%	1%	10%	4%	.	7%	14%	-1.3%	Cc1ccc(S(=O)(=O)/N=C2\C=C(Nc3cccc(C(=O)O)c3)C(=O)c3ccccc32)cc1
.	20%	1%	.	-1%	-3.1%	4%	-1.3%	0.7%	CCC(CC)C(=O)OCC(=O)Nc1cccc(S(=O)(=O)N(C)c2ccccc2)c1
2%	6%	-6%	-3%	2%	-5.1%	0%	-0.4%	6.2%	COCCOC(=O)C1=C(C)N(c2ccccc2)C(=O)NC1c1cccc([N+](=O)[O-])c1 (configuration not stated)
-5%	7%	-2%	-2%	-7%	-0.5%	-2%	1.7%	-0.8%	O=C(Nc1sc2c(c1C(=O)NC1CC1)CCCCCC2)c1ccco1
5%	16%	-5%	86µM*	-21%	.	-2%	35%	1.5%	COc1cc(NC(=O)CSc2ncnc3sc4c(c23)CCC(C)C4)c(C(=O)O)cc1OC (configuration not stated)
4%	14%	-9%	-4%	14%	.	1%	-0.1%	2.8%	C=C(C)C(=O)N1CC2(CC(c3cccc(NC(=O)/C(C)=C\C)c3)=NO2)C[C@H]1C(N)=O (some centres not stated)
2%	22%	-9%	-7%	-4%	-3.5%	-1%	2.6%	5.4%	O=C(NC1CCCCC1)c1cccs1
2%	6%	-2%	7%	22%	.	-2%	1.4%	2.1%	O=C(O)CCc1ccc(-c2ccccc2)n1-c1ccc(C(=O)O)cc1
12%	.	0%	-5%	11%	-3.2%	10%	0.7%	0.1%	COc1ccc(N(CC(=O)NCc2ccc3c(c2)OCO3)C(=O)CCC(=O)Nc2ccccn2)cc1
6%	4%	-12%	-6%	43%	.	12%	2.1%	-1.1%	NCCCC[C@H]1CNC(=O)C(=O)N1CCCCC1CCCCC1
0%	5%	3%	0%	-1%	-2.1%	-2%	-0.8%	12%	CC1Cc2nc(SCC(=O)c3ccccc3)n(Cc3ccccc3)c(=O)c2S1 (configuration not stated)
3%	9%	-9%	-1%	4%	.	1%	-1.1%	1.5%	CCCc1nnc(NC(=O)CCC(=O)N2CCN(Cc3ccccc3)CC2)s1
-20%	4%	-6%	4%	4%	-2.5%	-8%	-0.7%	-0.6%	Cc1c(C(=O)Nc2ccccc2C(=O)N2CCCC2)cccc1[N+](=O)[O-]

Marked active in Dengue-2 NS5 capping (from the list above):
Rac1 GTP hydrolysis	SV40 large T antigen	LYP phosphatase	Dengue-2 NS5 capping	AID2073	XIAP displacement	SIAH1 antagonists	HIV peptide binding	RSV CPE inhibition	Compound
5%	16%	-5%	86µM*	-21%	.	-2%	35%	1.5%	COc1cc(NC(=O)CSc2ncnc3sc4c(c23)CCC(C)C4)c(C(=O)O)cc1OC (configuration not stated)

Reprinted from the listing (3 entries):
Rac1 GTP hydrolysis	SV40 large T antigen	LYP phosphatase	Dengue-2 NS5 capping	AID2073	XIAP displacement	SIAH1 antagonists	HIV peptide binding	RSV CPE inhibition	Compound
5%	4%	.	1%	.	.	.	.	-0.6%	CC(C)CN(C(=O)CCCc1nc2ccccc2c(=O)[nH]1)c1c(N)n(Cc2ccccc2)c(=O)[nH]c1=O
6%	-2%	1%	-4%	16%	-4.7%	-5%	1.3%	4.4%	CCCOC(=O)Cc1n[nH]c(=O)[nH]c1=O
9%	3%	-8%	-3%	2%	.	12%	19%	1.6%	COc1ccc([N+](=O)[O-])cc1-c1[nH]c(-c2ccc(C(=O)O)cc2)nc1-c1ccccc1

Continuation:
Rac1 GTP hydrolysis	SV40 large T antigen	LYP phosphatase	Dengue-2 NS5 capping	AID2073	XIAP displacement	SIAH1 antagonists	HIV peptide binding	RSV CPE inhibition	Compound
13%	14%	-8%	5%	-2%	.	-1%	-2.6%	0.8%	CCCc1c(C(=O)N2CCN(c3ccccc3OC)CC2)cnn1-c1ccccc1
0%	19%	-5%	-5%	5%	-0.6%	-6%	-1.3%	2.0%	CC(C)(C)n1nc2c(c1NC(=O)c1cc3ccccc3o1)CS(=O)(=O)C2
6%	20%	-3%	-5%	-48%	-3.1%	-8%	2.6%	2.0%	S=c1nc(-c2ccccc2Br)[nH][nH]1
7%	7%	-10%	-5%	8%	.	9%	0.5%	0.6%	CC1(C)CC(=O)C(CS(=O)(=O)c2ccccc2)=C(Cl)C1
1%	2%	-5%	-2%	-5%	-1.7%	11%	1.1%	1.4%	O=c1c2ccccc2cnn1CCOc1ccccc1

Some of the entries so far, field by field:
smiles: CC(C)(C)n1nc2c(c1NC(=O)c1cc3ccccc3o1)CS(=O)(=O)C2
  Rac1 GTP hydrolysis: 0%
  SV40 large T antigen: 19%
  LYP phosphatase: -5%
  Dengue-2 NS5 capping: -5%
  AID2073: 5%
  XIAP displacement: -0.6%
  SIAH1 antagonists: -6%
  HIV peptide binding: -1.3%
  RSV CPE inhibition: 2.0%
smiles: S=c1nc(-c2ccccc2Br)[nH][nH]1
  Rac1 GTP hydrolysis: 6%
  SV40 large T antigen: 20%
  LYP phosphatase: -3%
  Dengue-2 NS5 capping: -5%
  AID2073: -48%
  XIAP displacement: -3.1%
  SIAH1 antagonists: -8%
  HIV peptide binding: 2.6%
  RSV CPE inhibition: 2.0%

Outcome played no part in choosing rows; any-hit rate near 1.7%.
